Screening data deposited in PubChem by several laboratories.
PriA SSB inh: inhibitors of Klebsiella pneumoniae PriA binding to SSB C-terminal tail, primary screen, biochemical, AlphaScreen; PriA–SSB C-terminal tail interaction (Klebsiella pneumoniae); AlphaScreen SSBct-PriA binding, biotinylated peptide; inhibition, % at 33 µM; 0.6% of 430,000 active; AID 1272365, 2023; in the data active = inhibition mostly above about 37%, no sharp cut-off; inactive = mostly below about 20%;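 also: plate controls were negative control peptide for no effect and reference peptide for full effect; strong numbers were not always called active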
VHR inh abs: VHR1 phosphatase inhibitors, primary screen, biochemical, absorbance, uHTS. Dual specificity protein phosphatase 3 (Homo sapiens), P51452. inhibition, % at 13.3 µM. 0.52% of 290,000 active. recombinant VHR phosphatase, pNPP absorbance; in the data active = inhibition above about 50%; also: some compounds called inactive have numbers as strong as hits
Target sequence (P51452 whole entry, looked up): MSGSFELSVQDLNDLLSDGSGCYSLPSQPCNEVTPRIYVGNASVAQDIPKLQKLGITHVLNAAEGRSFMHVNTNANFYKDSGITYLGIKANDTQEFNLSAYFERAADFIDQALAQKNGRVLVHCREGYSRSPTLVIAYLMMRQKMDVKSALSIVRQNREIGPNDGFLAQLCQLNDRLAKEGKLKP
MazEF act: activators of E. coli MazEF toxin-antitoxin RNase, primary screen, biochemical, fluorescence, uHTS | Endoribonuclease toxin MazF (Escherichia coli (strain K12)), P0AE70 | FAM/BHQ RNA-DNA oligo cleavage fluorescence, 5 h | activation, % at 20 µM | 0.32% of 350,000 active; in the data active = activation above about 50%
Target sequence (P0AE70 whole entry, looked up): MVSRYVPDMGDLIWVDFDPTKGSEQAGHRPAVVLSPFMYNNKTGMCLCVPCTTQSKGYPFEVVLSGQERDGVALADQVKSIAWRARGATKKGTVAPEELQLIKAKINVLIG
Rv3671c inh: Rv3671c serine protease inhibitors, primary screen, biochemical, fluorescence polarization, M. tuberculosis H37Rv | P9WHR9 | inhibition, % at 5.96 µM | 0.048% of 320,000 active | AID 2606, 2010; in the data active = inhibition above about 38%;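 also: extracellular domain of Rv3671c used as enzyme; 0% = enzyme with DMSO and 100% = no enzyme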
Target sequence (P9WHR9 whole entry, looked up, the tested form may be a part): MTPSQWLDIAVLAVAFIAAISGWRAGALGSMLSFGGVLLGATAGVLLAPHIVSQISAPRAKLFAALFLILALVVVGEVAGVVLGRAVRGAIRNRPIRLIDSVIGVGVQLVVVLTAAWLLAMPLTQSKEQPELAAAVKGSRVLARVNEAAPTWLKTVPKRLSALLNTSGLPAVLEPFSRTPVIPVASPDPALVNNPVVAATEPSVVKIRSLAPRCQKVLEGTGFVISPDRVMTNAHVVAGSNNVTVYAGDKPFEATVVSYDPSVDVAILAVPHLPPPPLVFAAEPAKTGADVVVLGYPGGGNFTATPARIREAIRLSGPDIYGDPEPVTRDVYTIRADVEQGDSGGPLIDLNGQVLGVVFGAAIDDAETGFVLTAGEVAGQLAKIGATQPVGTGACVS
CCHFV vOTU inh: CCHFV vOTU protease inhibitors, primary screen, biochemical, Pep-AMC substrate, fluorescence | 0.55% of 370,000 active | inhibition, % at 11.5 µM | AID 651958, 2012; in the data active = inhibition above about 30%; also: 0% = vehicle wells with enzyme and 100% = no enzyme wells
Vc quorum ag: inducers of Vibrio cholerae quorum light production without autoinducers, primary screen, BH1578 luxS cqsA deficient, single point | V. cholerae BH1578 lux reporter, luminescence, 6 h | activation, % at 18.7 µM | 0.16% of 350,000 active | AID 588436, 2011; in the data active = activation mostly above about 9.7%, no sharp cut-off; also: not every result past the cut was called active; inactives centre near 0; reference of the scale not given here
PrPC surface inh: inhibitors of human cell surface prion protein PrPC, primary screen, cell-based, TR-FRET. 0.43% of 370,000 active. Major prion protein (Homo sapiens), P04156. inhibition, % at 13.8 µM. TR-FRET read-out; in the data active = inhibition above about 24%; also: 0% = median of the test wells and 100% = reference compound wells
3CLpro inhibitor: SARS-CoV 3CLpro protease inhibitors, primary screen, biochemical, quenched FRET | Replicase polyprotein 1ab (Severe acute respiratory syndrome coronavirus), P0C6X7 | recombinant SARS-CoV 3CLpro, quenched FRET peptide cleavage | inhibition, % at 6 µM | 0.14% of 290,000 active; in the data active = inhibition above about 12%
TcdB GH inh: TcdB glycohydrolase inhibitors, primary screen, biochemical, single point, plate reader. TcdB glycohydrolase enzymatic assay. 0.24% of 350,000 active. AID 652162, 2013. inhibition, % at 9.99 µM; in the data active = inhibition above about 10%
Y pestis TopoI: Yersinia pestis topoisomerase I inhibitors, primary screen, biochemical, cleavage product accumulation, plate reader, single point; activity, % at 10 µM; DNA topoisomerase I (Yersinia pestis CO92); Y. pestis Topo-I cleavage product accumulation; AID 504884, 2011; 0.064% of 360,000 active; in the data active = activity above about 50%, passing the limit was not always enough; also: inactives centre near 2
Active calls of the source: *; i = inactive; · = no result given. These rows are one share of the data; the hit share may differ from the screen's.

Below each SMILES: Y pestis TopoI, CCHFV vOTU inh, PrPC surface inh, 3CLpro inhibitor, Rv3671c inh, MazEF act, PriA SSB inh, TcdB GH inh, VHR inh abs, Vc quorum ag
> COC(=O)c1c(NS(=O)(=O)Cc2ccccc2)sc2c1CCCC2
→ -6, -2, 0, 1, -1, -2, -8, ·, 18, 2.8
> COc1ccc(C)cc1S(=O)(=O)NC(C)C(=O)Nc1ccc2c(c1)OCO2 (configuration not stated)
→ -1, 10, -2, -5, 1, 4, 5, 0.4, -8, -0.3
> Cc1ccc2nc(N(CCCN(C)C)C(=O)c3cc4ccccc4oc3=O)sc2c1
→ -6, 0, 2, -3, 2, 28, 12, ·, -6, -0.2
> O=C(CC(=O)c1ccncc1)c1ccccc1
→ 0, 8, 0, ·, ·, 13, 3, 0.3, ·, ·
> COc1ccc(C(=O)OC(C)C(=O)NC2CCCCC2C)cc1S(=O)(=O)N1CCOCC1 (configuration not stated)
→ -3, -5, -6, ·, -3, 1, -10, 1.6, ·, i
> Cc1ccc(/C=C/C(=O)NC2CCCCCCC2)o1
→ -1, 8, 1, 0, -8, -15, 2, ·, 10, -0.2
> CCn1cc(CNC(=O)/C=C/c2ccc([N+](=O)[O-])cc2)cn1
→ 8, 14, -54, 3, -3, -3, -6, 1.4, 9, -0.6
> COc1ccc(/C=C/C(=O)OCC(=O)NC(=O)NC(C)(C)C)cc1
→ 11, 8, 5, 4, 0, 0, -2, 0.8, 26, -1.6
> O=C(Nc1ccc(F)c(Cl)c1)c1cc(C2CCCCN2C(=O)c2ccc3c(c2)CCO3)on1 (configuration not stated)
→ 20, -1, -6, ·, ·, ·, ·, 1.3, ·, i
> CCN(CC)C(=O)[C@H]1C[C@H](CC(=O)NCCCn2ccnc2)C(=O)N2CCc3c([nH]c4cc(CCC(=O)N(C)C)ccc34)[C@]12C
→ -11, -3, -5, ·, ·, 5, -4, 3.2, ·, i
> O=C(/C=C/c1c(Cl)nc2ccccn12)Nc1ccc(F)cc1
→ 1, 15, -1, -2, -6, 10, 4, 0.4, 16, i
> Cc1cccc(CC(=O)Nc2cccnc2)c1
→ -1, 0, -4, -2, 1, 2, -6, 0.9, 78, i
> O=C(OCC(=O)c1ccc[nH]1)c1ccc(S(=O)(=O)N2CCCCCC2)cc1
→ 34, 6, 4, 8, 1, 6, -14, ·, 30, 5.3
> COc1cc(OC)c2c(-c3ccccc3)cc(=O)oc2c1C(CC(=O)N1CCCC1)c1ccc2c(c1)OCO2 (configuration not stated)
→ 33, -5, 5, ·, -10, 1, 11, 0.5, 15, -0.8
> CC1CN(C(=O)CSc2nc(N)c(NC(=O)c3ccc(C(F)(F)F)cc3)c(=O)[nH]2)CC(C)O1 (configuration not stated)
→ 6, -11, -5, ·, ·, -4, ·, 0.2, ·, i
> Cc1ccccc1-c1nc2sc(-c3ccccc3)cc2c(=O)o1
→ 2, -6, -3, -3, -6, -4, -7, ·, 25, 1.4
> COC(=O)C1=C(Cn2cnc3ccccc32)NC(=O)NC1c1cc(C)ccc1C (configuration not stated)
→ 6, 6, 0, 6, -3, 4, -18, ·, -11, i
> COc1cc(C2NC(=O)NC(C)=C2C(=O)OC2CCCCC2)cc(Cl)c1O (configuration not stated)
→ -14, 1, -1, 1, 0, -23, 6, 0.4, 21, -0.4
> Cc1ncc([N+](=O)[O-])n1Cc1ccc(F)cc1
→ -2, 2, -4, -1, -6, -19, -6, -0.1, 26, -0.2
> COc1cc(NS(=O)(=O)c2ccc(NC(=S)NC(=O)c3sc4ccccc4c3Cl)cc2)nc(OC)n1
→ 17, -9, 9, 1, -32, -2, 16, ·, 28, -0.1
> Cc1cc(C)n(CC(C)C(=O)O)n1 (configuration not stated)
→ -1, -4, 2, 6, 1, 1, 1, -0.9, 30, -0.1
> Cc1ccc(O)c(NC(=S)NC(=O)CC(C)C)c1
→ -4, -8, 3, 3, 7, -1, 2, ·, -10, i
> COc1ccccc1NC(=S)NC(=O)Cc1ccccc1
→ 1, 8, 0, ·, 1, 1, 0, 0.6, ·, i
> O=[N+]([O-])c1ccc(N2CCN(c3cccc(Cl)c3)CC2)nc1
→ 17, 11, 0, 1, -3, -3, -10, 2.7, -16, i
> COc1ccc(C(=O)N[C@H](C(=O)OCC(=O)NC(=O)c2cccn2C)C(C)C)cc1
→ 1, 3, 3, 2, -9, 0, -2, 0.5, 8, -0.2
> CCOc1ccc(Oc2ccc(-c3nnc(-c4ccccc4)o3)cc2[N+](=O)[O-])cc1
→ 7, 8, -4, -1, 6, 3, -3, ·, 42, -5.6
> Cc1c(Cl)cccc1Nc1nc(N)nc(CSc2ncccn2)n1
→ 8, -5, -4, 2, -6, -2, 3, ·, 19, -1.0
> CCOc1cc(/C=C(\C#N)c2[nH]nc(N)c2C#N)ccc1O
→ -8, 9, -32, 6, 10, 6, 3, ·, 23, 6.2
> CCOC(=O)c1ccccc1N/C=C1\CCCC1=O
→ 19, -1, -5, -4, 10, 6, ·, ·, -5, -0.4
> CN(C)c1nc(N)nc(Cn2ccnc2)n1
→ 5, 4, 3, -6, -5, 3, -12, ·, -12, 2.9
> O=C(COC(=O)/C(=C/c1cccs1)c1cccs1)NC(c1ccccc1)c1ccccc1
→ 37, 17, 1, -3, -19, -4, 9, ·, 5, -0.9
> CC(NC(=O)COC(=O)c1ccc2ccccc2n1)c1ccccc1 (configuration not stated)
→ 0, -9, 3, ·, 5, -36, -22, -0.3, ·, ·
> CC(C)(C)c1ccc(C(=O)O/N=C(\N)Cc2cccs2)cc1
→ 25, 15, 3, ·, ·, 8, ·, -0.8, ·, i
> Cc1ccc2oc(-c3ccco3)cc(=O)c2c1
→ 5, -78, -1, 1, -6, 0, 7, -1.3, 14, 1.1
> CC1CCN(S(=O)(=O)c2ccc(NC(=O)CN3C(=O)NC(C)(c4ccccc4)C3=O)cc2)CC1 (configuration not stated)
→ 7, 12, 0, ·, -23, 0, -2, 0.2, ·, -5.0
> O=C(c1ccco1)N1CCN(Cc2ccccc2F)CC1
→ 2, 8, 7, -4, -1, 4, -7, 1.6, -13, -0.2
> COc1ccc(NC(=O)Cn2cnc3ccccc3c2=O)cc1OC
→ 3, -16, -4, 3, -2, 1, -7, -0.6, 5, i
> O=C(c1cc2cc(Cl)ccc2oc1=O)N1CCCCCCC1
→ 11, -8, 1, -2, -1, 9, -23, 0.8, 18, i
> CCOC(=O)c1ccc2nc(C)c3c(c2c1)OC(C)C3 (configuration not stated)
→ 9, -31, -8, 1, -5, -1, -6, ·, -12, -0.6
> Cc1oc(-c2cccc(F)c2)nc1CN1CCCN(C(=O)c2ccco2)CC1
→ 14, 9, -8, -2, 4, -1, 4, 0.5, 6, -0.3
> CC1CCCCN1CC(=O)Nc1ccc(Oc2ccccc2)cc1 (configuration not stated)
→ 5, 4, 0, -3, -8, -2, 0, ·, -5, -2.1
> Cc1cc(C)c(-n2c(SCc3nc4ccccc4s3)n[nH]c2=O)c(C)c1
→ 6, -7, 1, 1, 2, 2, 9, 1.6, -20, -0.4
> COc1ccc(S(=O)(=O)N(C)CC(=O)N2CCN(c3ccc(F)cc3)CC2)cc1OC
→ 4, 5, 5, -7, 2, 5, -26, ·, 17, -0.4
> COc1ccc(-c2n[nH]c(=S)n2-c2ccc3c(c2)OCCO3)cc1OC
→ 0, 8, -8, 3, 3, 9, 0, 0.6, 30, -0.2
> CCCCCC(=O)N1CCCC(c2nc(-c3ccc(OC)cc3)no2)C1 (configuration not stated)
→ 30, 1, 13, 0, -3, -3, -28, ·, 8, i
> CC(C)C(C(=O)Nc1ccc(S(=O)(=O)N2CCOCC2)cc1)N1C(=O)c2ccccc2C1=O (configuration not stated)
→ -5, -5, -6, -1, -2, -3, 1, ·, 9, -0.5
> Fc1cccc(NC(=S)N2CCCC2)c1
→ -3, 7, -4, -3, -4, 6, -12, -0.8, -5, -0.3
> Cc1ccc(-c2noc(CN(C(=O)C(c3ccccc3)c3ccccc3)C(C)C)n2)cc1
→ 14, 10, 24, 5, -20, 4, -8, ·, 29, i
> COc1ccc(Cc2nnc(N/N=C/c3ccc(N(C)C)cc3)[nH]c2=O)cc1OC
→ -9, 23, 8, 3, 5, 18, ·, 0.7, 12, i
> COc1ccc(/C=N/NC(=O)Cn2c(Cc3ccc(OC)c(OC)c3)nc3ccccc32)cc1OC
→ 5, -3, 6, 6, -4, 0, ·, ·, 18, -0.3

Already shown: 10 of the compounds above.
Below each SMILES: Y pestis TopoI, CCHFV vOTU inh, PrPC surface inh, 3CLpro inhibitor, Rv3671c inh, MazEF act, PriA SSB inh, TcdB GH inh, VHR inh abs, Vc quorum ag
> O=C(c1cc2cc(Cl)ccc2oc1=O)N1CCCCCCC1
→ 11, -8, 1, -2, -1, 9, -23, 0.8, 18, i
> CCOC(=O)c1ccc2nc(C)c3c(c2c1)OC(C)C3 (configuration not stated)
→ 9, -31, -8, 1, -5, -1, -6, ·, -12, -0.6
> Cc1oc(-c2cccc(F)c2)nc1CN1CCCN(C(=O)c2ccco2)CC1
→ 14, 9, -8, -2, 4, -1, 4, 0.5, 6, -0.3
> CC1CCCCN1CC(=O)Nc1ccc(Oc2ccccc2)cc1 (configuration not stated)
→ 5, 4, 0, -3, -8, -2, 0, ·, -5, -2.1
> Cc1cc(C)c(-n2c(SCc3nc4ccccc4s3)n[nH]c2=O)c(C)c1
→ 6, -7, 1, 1, 2, 2, 9, 1.6, -20, -0.4
> COc1ccc(S(=O)(=O)N(C)CC(=O)N2CCN(c3ccc(F)cc3)CC2)cc1OC
→ 4, 5, 5, -7, 2, 5, -26, ·, 17, -0.4
> COc1ccc(-c2n[nH]c(=S)n2-c2ccc3c(c2)OCCO3)cc1OC
→ 0, 8, -8, 3, 3, 9, 0, 0.6, 30, -0.2
> CCCCCC(=O)N1CCCC(c2nc(-c3ccc(OC)cc3)no2)C1 (configuration not stated)
→ 30, 1, 13, 0, -3, -3, -28, ·, 8, i
> CC(C)C(C(=O)Nc1ccc(S(=O)(=O)N2CCOCC2)cc1)N1C(=O)c2ccccc2C1=O (configuration not stated)
→ -5, -5, -6, -1, -2, -3, 1, ·, 9, -0.5
> Fc1cccc(NC(=S)N2CCCC2)c1
→ -3, 7, -4, -3, -4, 6, -12, -0.8, -5, -0.3

(more compounds)
Below each SMILES: Y pestis TopoI, CCHFV vOTU inh, PrPC surface inh, 3CLpro inhibitor, Rv3671c inh, MazEF act, PriA SSB inh, TcdB GH inh, VHR inh abs, Vc quorum ag
> O=C(COC(=O)c1ccc2c(=O)n3c(nc2c1)CCC3)Nc1ccc(OC(F)F)cc1
→ -3, 7, -6, 3, 0, 34, -13, -0.9, 22, -1.5
> Cc1ccc(S(=O)(=O)c2nc(-c3ccccc3F)oc2N2CC(C)OC(C)C2)cc1 (configuration not stated)
→ 31, 7, -1, 1, -4, -2, 15, 0.6, 10, -0.2
> O=C(Nc1ccccc1)NN1CC(=O)N(c2ccc(Cl)cc2)CC1=O
→ 3, -10, -2, 2, 11, 3, -3, -0.7, 18, -0.5
> CCn1c(COc2ccc(C)cc2)nc2ccccc21
→ 12, -7, 5, -4, -5, 0, 3, 1.2, -5, -0.7
> Cc1ccc(CSCC(=O)N(C)CC(=O)Nc2ccc(C)cc2)cc1
→ 11, 2, 15, ·, 3, 5, -7, -0.1, ·, -1.1
